KDM5B inhibitor: Primary screen for KDM5B Histone Demethylases FDH-coupled qHTS | Lysine-specific demethylase 5B (Homo sapiens), Q9UGL1 | AID 1347165, 2019 | 220,000 compounds, 2.6% hits | Potency, µM (doses to about 57.7 µM), without a hit: at the top dose activity change, negative = inhibition, usual class: inhibitors | KDM5B demethylase, FDH-coupled NADH fluorescence (FDH is formaldehyde dehydrogenase); active means well fitted inhibition curve with a large enough effect; inconclusive means small, poorly fitted or top-dose-only effect; inactive means no such curve, though single readings can be large or run the other way; further: 0% is about no effect; nearly all actives have a fitted effect of over 70% in size
Target sequence (Q9UGL1 whole entry, looked up): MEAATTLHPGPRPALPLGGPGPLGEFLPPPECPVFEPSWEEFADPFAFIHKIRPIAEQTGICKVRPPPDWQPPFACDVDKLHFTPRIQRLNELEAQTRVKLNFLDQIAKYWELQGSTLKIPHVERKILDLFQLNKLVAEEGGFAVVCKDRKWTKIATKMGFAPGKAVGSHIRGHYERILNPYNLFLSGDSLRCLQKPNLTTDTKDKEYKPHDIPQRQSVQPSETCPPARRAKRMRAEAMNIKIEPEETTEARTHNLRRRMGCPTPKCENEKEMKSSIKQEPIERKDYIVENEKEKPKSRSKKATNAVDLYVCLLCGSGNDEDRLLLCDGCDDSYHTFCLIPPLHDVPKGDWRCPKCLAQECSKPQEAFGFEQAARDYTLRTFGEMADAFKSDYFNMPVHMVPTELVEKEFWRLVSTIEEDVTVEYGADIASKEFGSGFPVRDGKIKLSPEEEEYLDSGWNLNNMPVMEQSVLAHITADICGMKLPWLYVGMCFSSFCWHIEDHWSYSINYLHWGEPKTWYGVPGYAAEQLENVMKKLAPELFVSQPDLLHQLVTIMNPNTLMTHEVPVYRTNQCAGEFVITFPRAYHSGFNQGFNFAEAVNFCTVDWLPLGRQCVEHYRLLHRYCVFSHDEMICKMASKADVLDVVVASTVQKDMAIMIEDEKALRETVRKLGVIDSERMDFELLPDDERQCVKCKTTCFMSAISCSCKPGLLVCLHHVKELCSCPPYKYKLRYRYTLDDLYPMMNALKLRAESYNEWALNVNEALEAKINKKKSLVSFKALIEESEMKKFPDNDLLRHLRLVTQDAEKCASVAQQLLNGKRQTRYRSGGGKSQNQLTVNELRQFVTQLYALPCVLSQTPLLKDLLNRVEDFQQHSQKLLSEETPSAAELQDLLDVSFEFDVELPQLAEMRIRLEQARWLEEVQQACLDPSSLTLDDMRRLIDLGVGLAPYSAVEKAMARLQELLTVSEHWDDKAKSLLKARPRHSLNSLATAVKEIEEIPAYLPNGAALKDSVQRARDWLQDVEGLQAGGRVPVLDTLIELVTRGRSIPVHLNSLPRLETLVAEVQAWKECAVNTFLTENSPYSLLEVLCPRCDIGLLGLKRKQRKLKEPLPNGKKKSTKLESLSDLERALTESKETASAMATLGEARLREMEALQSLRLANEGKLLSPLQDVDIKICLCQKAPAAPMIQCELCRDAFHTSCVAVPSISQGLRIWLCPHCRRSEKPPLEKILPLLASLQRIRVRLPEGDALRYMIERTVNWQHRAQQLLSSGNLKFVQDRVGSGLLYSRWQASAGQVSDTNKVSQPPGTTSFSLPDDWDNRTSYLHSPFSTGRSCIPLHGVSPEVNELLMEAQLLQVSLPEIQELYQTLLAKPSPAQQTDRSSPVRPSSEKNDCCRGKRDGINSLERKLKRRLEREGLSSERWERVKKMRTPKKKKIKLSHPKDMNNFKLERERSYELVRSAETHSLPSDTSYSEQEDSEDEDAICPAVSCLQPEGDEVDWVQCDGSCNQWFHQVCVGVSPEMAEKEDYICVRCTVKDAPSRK
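Here, H3K4me3 peptide (12.5 µM in substrate mix) is demethylated by KDM5BΔAP, 200 nM final, after 10 min compound exposure. Formaldehyde product is coupled through FDH (0.25 U/mL in mix) to NADH fluorescence; 30-min ΔRFU feeds dose-response curves.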
An asterisk follows results filed as active; i = inactive; ? = inconclusive; & = joins results of further samples; [ ] = remark or other dose. Potency means the concentration at half of the fitted maximal effect. Some of the compounds tested (hit frequency here may not be typical).

A first look, four compounds:
KDM5B inhibitor	SMILES
?	Cc1nc2c(-c3ccccc3)c(C)nn2c(C)c1CCC(=O)N1CCN(c2ccc(F)cc2)CC1
15%	CN(C)C(=O)c1cn(CCC#N)nc1-c1cccc(Cl)c1
34%&-12%	COc1ccc(NS(=O)(=O)c2ccc3c(c2)oc(=O)n3C)cc1Cl
-10%	COC(=O)C1CN(Cc2ccc(C)cc2)CCS(=O)(=O)N1Cc1cn(Cc2ccc(C)cc2)nn1 (stereo not given)

This part in full (from the top)
KDM5B inhibitor	SMILES
?	Cc1nc2c(-c3ccccc3)c(C)nn2c(C)c1CCC(=O)N1CCN(c2ccc(F)cc2)CC1
15%	CN(C)C(=O)c1cn(CCC#N)nc1-c1cccc(Cl)c1
34%&-12%	COc1ccc(NS(=O)(=O)c2ccc3c(c2)oc(=O)n3C)cc1Cl
-10%	COC(=O)C1CN(Cc2ccc(C)cc2)CCS(=O)(=O)N1Cc1cn(Cc2ccc(C)cc2)nn1 (stereo not given)
-27%	COc1ccc(-c2csc(Nc3ccccc3)[n+]2CC(O)c2ccc([N+](=O)[O-])cc2)cc1 (stereo not given)
-7%	Cc1ccc(C)c(Cn2c(=O)n(Cc3ccccc3)c(=O)c3c(C)c(C)sc32)c1
9%	Cc1cccc(C(=O)Nc2ccc(Cl)cc2C(F)(F)F)c1
-3%	Cc1cc(-c2nn3c(-c4cc(F)ccc4F)nnc3s2)n(C)n1
20%	Cc1ccc(S(=O)(=O)NC(C)CN2CCOCC2)cc1F (stereo not given)
0%	COc1ccccc1C(=O)NC1CC2CCC1C2 (stereo not given)
22µM*	CCn1ccc(C(=O)N2CCC3(CC2)c2[nH]c4ccc(OC)cc4c2CCN3C)n1
26%	CC(C)N1C(=O)C2(CCCC2)C1C(=O)NCc1ccccn1 (stereo not given)
3%	CC(C)C(C)(C#N)NC(=O)COc1ccccc1C(F)(F)F (stereo not given)
-3%	CCNC(=O)N(Cc1nc(-c2ccc(C)cc2)no1)C1CCCCC1
-11%	Cc1cccc(N2CCN(C(=O)c3ccc4c(c3)CCN4S(=O)(=O)c3ccccc3)CC2)c1C
?	CCOc1ccc(N(C)C(CNS(=O)(=O)c2ccccc2)c2ccccc2)cc1 (stereo not given)
i	Cc1noc(C)c1-c1cc2c(cc(C)n2C)c(-c2ccc(CO)cc2)n1
6%[149 µM]	Cc1noc(C)c1[S+](=O)([O-])N1CCn2c(nnc2-c2ccncc2)C1
7%	COc1ccc(CC2CN(C(=O)c3cccnc3SC)CCO2)cc1 (stereo not given)
?	Cc1cccc(OCCCCn2c(C3CC(=O)N(c4ccc(C)cc4C)C3)nc3ccccc32)c1 (stereo not given)
?	Cc1ccccc1NC(=O)c1cc2c(-c3ccccc3)nn(-c3ccccc3)c2s1
-3%	O=S(=O)(Nc1ccc(Cc2ccncc2)cc1)c1ccc(Br)cc1
2%[115 µM]	COc1ccc(C(=O)N2Cc3ccccc3CC23CCCN(C(=O)CCCN)C3)cc1 (stereo not given)
?	COCC(=O)N1CCCN(C(=O)CSc2ccncc2)CC1
20%[86.2 µM]	CCN(CC)C(=O)[C@@H]1CCC[C@@H](NC(=O)c2ccc(C#N)cc2)CN(C)C(=O)C1

KDM5B inhibitor	SMILES
10%	CN(C)CCN(Cc1ccccc1)C(=O)Nc1ccc(C(=O)NCC(F)(F)F)cc1
-6%	CCc1cccc(CC)c1NC(=O)c1cc2ccccc2oc1=O
?	Cc1ccc(-n2nc(-c3ccco3)cc2C(=O)O)cc1
21%	O=C(CCc1cccs1)NCC1CC1
?	Cc1ccc(Nc2nc(-c3cccnc3)nc3ccccc23)cc1C
?	CCCc1c(C)c2ccc(OCC(=O)OCC)cc2oc1=O
1%&-16%	COc1ccc(N2CC(C(=O)NCc3cccc(F)c3)NC2=O)cc1 (stereo not given)
?	Cc1cc(=O)n2c3ccccc3n(CC(O)CN3CCOCC3)c2c1C#N (stereo not given)
-15%	CC(=O)N1CCN(c2ccc(NC(=O)COc3ccc(C)cc3)cc2Cl)CC1
-10%	COc1cc(-c2noc(CSc3nc(-c4ccc(F)cc4)cc(=O)[nH]3)n2)cc(OC)c1OC
-8%	Cc1ccc(C(=O)O)cc1C
-25%	O=C(O)c1cc(Cl)c(C(=O)O)cc1Cl
-31%[86.2 µM]	CN1CCN(Cc2nc(C3(O)CCN(C4COC4)CC3)cs2)CC1
6%	CCOc1ccc(-c2[nH]nc3c2C(c2c(F)cccc2Cl)C(C#N)=C(N)O3)c(OCC)c1 (stereo not given)
14%	COC(=O)c1ccoc1COC(=O)CCc1ccc(OC)c(OC)c1
?	COc1ccc(-c2c(C)c3ccc(O)c(CN4CCCC4)c3oc2=O)cc1OC
?	CC(=O)NC1(C)CCN(Cc2cccc(-c3ccc4ccccc4c3)c2)C1 (stereo not given)
?	COc1cccc(NC(=O)c2cc3c(-c4ccc(Cl)cc4)nn(C)c3s2)c1
?	O=C(NCCCCc1ccccc1)c1nn(-c2ccccc2F)nc1CO
?	Cc1ccc2oc([C@H]3CCN(C(=O)C4CC4)C3)nc2c1
1%	Cc1ccc(NC(=O)C(C)OC(=O)c2nc(Cl)ccc2Cl)cc1S(=O)(=O)N1CCOCC1 (stereo not given)
-17%	Cc1noc([C@@H]2CN(Cc3ccncc3F)C[C@H]2CO)n1
?	CC(=O)Nc1ccc(Nc2ccc3cc(S(=O)(=O)N4CCCCC4)ccc3n2)cc1
-14%[115 µM]	Cc1cc(C(=O)NCCCOC(C)C)c2c(C3CCNCC3)noc2n1
-6%	CCOc1ccc2c(c1)C=C(C(=O)NCC(F)(F)F)CO2

KDM5B inhibitor	SMILES
3%	Cc1cccc(Cl)c1NC(=O)Cn1c(C)cc2nc3n(c(=O)c21)CCCC3
-29%	CC(OC(=O)CN1C(=O)c2ccccc2C1=O)C(=O)NC1CCCCC1 (stereo not given)
-21%	O=C(CSc1n[nH]c(-c2ccccc2F)n1)Nc1ccc2c(c1)OC1(CCCCC1)O2
0%	CC(C)N(C(=O)c1cccc(F)c1)C(C)C
?	COc1ccc(NC(=O)CSc2nncn3c2cc2occc23)c(OC)c1
-14%	CCc1ccccc1Nc1nn2c(=O)c3ccc(C(=O)NCCCOC(C)C)cc3nc2s1
?	COc1ccc(C(=O)NCC(=O)OCC(=O)c2ccccc2)cc1
-10%	CCC(C(=O)Nc1nc2c(C)cccc2s1)c1ccccc1 (stereo not given)
7%	Cc1ccccc1OCC1CN(CC(C)C)C(=O)c2c(ccnc2-c2ccc(OCC(=O)O)cc2)O1 (stereo not given)
?	COc1ccc(NC(=O)N2Cc3[nH]cnc3C[C@H]2c2nc(-c3ccccc3)no2)cc1
?	COc1cc2ccccc2cc1C(=O)N1CCN(c2nc3c(C)cc(C)cc3s2)CC1
-5%	COc1cc(OC)cc(C(=O)NNC(=O)c2ccc(S(=O)(=O)N(C)c3ccccc3OC)cc2)c1
-20%	CCCCn1c(=O)[nH]c(=O)c2c1nc(CCc1ccccc1)c(=O)n2Cc1ccccc1
14%	Cc1ccc(CC(=O)NCC23CC4CC(CC(C4)C2)C3)cc1
19%	CCC1CN(C(=O)N2CCC(C(=O)N(C)Cc3ccccc3)CC2)c2ccccc2O1 (stereo not given)
?	Cc1ccc(C(=O)Oc2cc(-c3ccc4c(c3)OCO4)cc(=O)c3c(C)oc(C)c23)cc1
26%	O=C(CN1C(=O)c2ccccc2C1=O)NCCOc1ccccc1
?	O=C(NCc1ccncc1)c1nc2c(o1)CCN(Cc1ccccc1)CC2
-18%	COc1cccc(NC(=O)O[C@@H]2CO[C@H]3[C@@H]2OC[C@@H]3Nc2nccc(-c3ccccc3)n2)c1
-15%	Fc1ccc(OCc2nnc(-c3ccc(F)cc3)o2)cc1
461%[activator]	O=C(NCCN1CCCCC1)c1nnn2cc(-c3ccccc3)[nH]c(=O)c12
27%	Cn1ccc(C(=O)N2CCC(N3CCCC(C(=O)N4CCCC4)C3)CC2)n1 (stereo not given)
-28%	O=C(O)c1ccc2oc(C(=O)c3ccccc3)cc2c1
17%	COCCn1cnc2c1c(=O)n(CC(=O)OCCOc1ccccc1)c(=O)n2Cc1ccccc1
-20%	COc1ccc2[nH]c3c(c2c1)CCNC31CCN(C(=O)c2ocnc2C)CC1

Overlap with the part before: four entries; new compounds follow.
KDM5B inhibitor	SMILES
27%	Cn1ccc(C(=O)N2CCC(N3CCCC(C(=O)N4CCCC4)C3)CC2)n1 (stereo not given)
-28%	O=C(O)c1ccc2oc(C(=O)c3ccccc3)cc2c1
17%	COCCn1cnc2c1c(=O)n(CC(=O)OCCOc1ccccc1)c(=O)n2Cc1ccccc1
-20%	COc1ccc2[nH]c3c(c2c1)CCNC31CCN(C(=O)c2ocnc2C)CC1
-25%	O=C(CC(c1ccc(Cl)cc1)c1c[nH]c2ccc([N+](=O)[O-])cc12)N1CCOCC1 (stereo not given)
-1%	CC1(C)Cc2nc3oc4c(=O)n(CC(=O)Nc5ccc(Cl)cc5)cnc4c3cc2CO1
?	COC(=O)NNC(=S)NC(=O)c1ccccc1
23%	CN(C)c1nc(-c2ccccc2)ns1
10%	COc1ccccc1N1CCN(C(=O)c2ccccc2-c2ncc[nH]2)CC1=O
-34%	COc1ccc(N2CCN(c3nc(C(=O)NCC4CCCCC4)cs3)CC2)cc1
34%	CCN1CCCC1CNCCc1ccccc1 (stereo not given)
9%	O=C(c1cc(S(=O)(=O)N2CCCCC2)ccc1N1CCOCC1)N1CCCc2ccccc21
-22%	COC(=O)CC1c2cc(OC)c(OC)cc2CCN1Cc1nc(C2CC2)no1 (stereo not given)
-11%	C=CCOc1ccc(/C=C2\SC(=S)N(NS(=O)(=O)c3ccccc3)C2=O)cc1
-12%[86.2 µM]	CC(C)C[C@@H]1N[C@H](C(=O)N2CCCC2)Cc2cn(Cc3ccccn3)c3cccc1c23
4%	CCOc1ccc(CN(C)C(=O)c2cc(S(=O)(=O)Nc3ccc(C)cc3)ccc2C)cc1
-18%[86.2 µM]	Cn1cc(CN2CCOC[C@H]2c2ncc(-c3cccc(F)c3)[nH]2)c2ccccc21
-27%	COc1cccc(CN2CCc3nc(C4CC4)nc(-c4ccc(O)cc4)c3C2)c1
?	Cc1ccc(CN(C(=O)COc2ccc(Br)cc2)c2ccccn2)o1
-7%	CN(C)C(=O)c1ccc(NC(=O)c2c[nH]c3ccccc23)cc1
?	CCc1ccc(CNC(=O)c2cnc3sc(N4CCOCC4)nn3c2=O)cc1
-5%	CC(C)NC(=O)C1CCCN(c2ncnc3onc(-c4ccc(F)cc4)c23)C1 (stereo not given)
-2%	CCOC(=O)C1(Cc2ccc(F)cc2)CCCN(C(=O)c2ccco2)C1 (stereo not given)
-13%	COc1ccc(CNCCSc2nnnn2-c2ccccc2)cc1
6%	CN1C(=O)C(c2ccccc2)CC12CCN(C(=O)Cc1ccccn1)CC2 (stereo not given)
?	O=C(Cc1ccccc1Cl)N[C@@H]1CN(c2ncccn2)C[C@H]1CO
?	COc1ccc(S(=O)(=O)c2c(Nc3cccc(Cl)c3)sc(C(=O)c3ccccc3)c2N)cc1
17%	Cc1ccccc1C(=O)N1CCC(CCC(=O)NCCc2c[nH]c3ccccc23)CC1
12%[86.2 µM]	CC(C)CCN1CCC(O)(c2csc(CN3CCN(C)CC3)n2)CC1

Sorted by value in KDM5B inhibitor (rising): three from the list above.
KDM5B inhibitor	SMILES
-27%	COc1cccc(CN2CCc3nc(C4CC4)nc(-c4ccc(O)cc4)c3C2)c1
-25%	O=C(CC(c1ccc(Cl)cc1)c1c[nH]c2ccc([N+](=O)[O-])cc12)N1CCOCC1 (stereo not given)
17%	Cc1ccccc1C(=O)N1CCC(CCC(=O)NCCc2c[nH]c3ccccc23)CC1

(continued)
KDM5B inhibitor	SMILES
26%	C1CN(c2nc3nonc3nc2N2CCSCC2)CCO1
25µM*	CC(=O)Nc1ccc(CC(=O)N2CCc3c(nc4cc(-c5ccccc5Cl)[nH]n4c3=O)C2)cc1
0%	COc1ccc(C(=O)OCC(=O)NC2CCCC2)cc1OC
-12%	O=C(Cn1c(=O)oc2cc(S(=O)(=O)NCc3ccccc3)ccc21)Nc1ccc(F)c(Cl)c1
11%	COc1cccc(C(=O)Nc2ccccc2C(=O)OCc2cc(=O)n3nc(C4CC4)sc3n2)c1
-18%	Cc1nc(CNC(=O)c2cn(CCC3CCCCN3)nn2)cc(=O)[nH]1 (stereo not given)
-3%	CCC(C)(C)C(=O)N1C[C@@H](CO)[C@H](c2nc(C)no2)C1
32µM*	Cc1cc2cc(-c3c(C)noc3C)nc(N3CCN(c4ccccn4)CC3)c2o1
4%[86.2 µM]	Cc1ccc(C(=O)N2CCC3(C2)NC(=O)c2ccccc2O3)cc1 (stereo not given)
-8%	O=C1CCCN1CC(=O)N1CC(Oc2ccccc2-c2nc(C3CC3)no2)C1
?	c1ccc(OCCCN2CCC(c3nc4ccccc4s3)CC2)cc1
?	Cc1coc2cc3oc(=O)c(CC(=O)NCCc4ccccc4F)c(C)c3cc12
8%	CC(=O)N1CCN(S(=O)(=O)c2ccc(C(=O)N(C)Cc3ccccc3N3CCCCC3)cc2)CC1
18%	CC(=O)c1ccc(OC(=O)C2(c3ccccc3)CCC2)cc1
12%	Cc1ccc(C(=O)CC(=O)c2ccc(C)cc2C)c(C)c1
6%	CCOc1ccc(NC(=O)N2CCc3cc(OC)c(OC)cc3C2CNC(C)=O)cc1 (stereo not given)
?	COc1ccnc(N2CC[C@H](c3nnc(-c4ccc(N(C)C)cc4)o3)C2)n1
-12%	COCC(C)NC(=O)C1CCN(Cc2ccc(C)cc2)CC1 (stereo not given)
-8%	O=C(Oc1ccc(Br)c2ccccc12)C(c1ccccc1)c1ccccc1
14%	CC(C)(C)CC(C)(C)NCc1ccco1

Screens deposited in PubChem BioAssay by National Center for Advancing Translational Sciences (NCATS).
